NPY2 pot ag – potentiators or agonists of human neuropeptide Y receptor Y2. P49146. cells expressing NPY-Y2, potentiator/agonist read-out. activation, % at 3.6 µM. 220,000 compounds, 0.45% hits. AID 1359; in the data active = activation above about 27%;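 also: cells stimulated with NPY near EC25 plus isoproterenol at EC100; 0% = vehicle plus submaximal agonist and 100% = vehicle plus saturating agonist; some results beyond the cut were filed as inactive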
EP2 modulator – EP2 receptor (human) modulation | P43116 | EP2-expressing cells, cAMP HTRF FRET, PGE2 co-stimulation | induction, % at 25 µM | 260,000 compounds, 0.83% hits;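 active = compounds whose cAMP rise, as percent of the full-agonist control response, exceeds 60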;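 also: rat C6 glioma line stably carrying human EP2 under a CMV promoter; the protocol text gives 20 µM as final concentration; 100% = response of wells given 1 µM PGE2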
zfTRPN1 agonist – activates the zebrafish TRPN1 channel; HEK293 zebrafish TRPN1-YFP, Fluo-8 calcium fluorescence; 100% = response to 87 µM carbachol; activation, % at 3 µM; 220,000 compounds, 0.18% hits; AID 1424;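 active = activation above its plate's cutoff, the mean activation of test wells on that plate plus 3 SD, cut at about 19% in these data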;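 also: 0% = DMSO alone and 100% = 87 µM carbachol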
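Material – zebrafish TRPN1-YFP in HEK293 cells · Doses – 3 µM single point · Schedule – dye 1 h 37 °C plus 30 min RT · Signal – Fluo-8 calcium fluorescence, excitation 470-495 nm, emission 515-575 nm · Read-out – % activation versus carbachol response · Control set – carbachol high, DMSO low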
S1P4 agonist – agonists of human S1P4 receptor. AID 1509. S1P4-expressing cell line, agonist reporter assay. 220,000 compounds, 0.35% hits. O95977. activation, % at 4.98 µM; in the data active = activation above about 11%;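 also: 0% = DMSO vehicle and 100% = reference agonist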
Target sequence (O95977 whole entry, looked up): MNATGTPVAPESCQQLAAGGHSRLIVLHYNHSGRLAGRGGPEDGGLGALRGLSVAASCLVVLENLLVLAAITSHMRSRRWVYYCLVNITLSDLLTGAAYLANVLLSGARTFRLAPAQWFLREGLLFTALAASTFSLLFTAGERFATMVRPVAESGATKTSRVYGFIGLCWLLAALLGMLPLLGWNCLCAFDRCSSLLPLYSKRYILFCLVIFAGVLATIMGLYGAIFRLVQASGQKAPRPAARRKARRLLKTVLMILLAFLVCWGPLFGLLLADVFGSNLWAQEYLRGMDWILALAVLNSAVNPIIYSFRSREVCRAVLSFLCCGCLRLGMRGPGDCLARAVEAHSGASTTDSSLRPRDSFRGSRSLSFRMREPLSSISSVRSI
TRPML3 ag – activates the human TRPML3 channel; Q8TDD5; HEK293 TRPML3-YFP, Fluo-8 calcium fluorescence; 100% = the carbachol control signal; activation, % at 3 µM; 220,000 compounds, 0.29% hits;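 active = activation above its plate's cutoff, the mean activation of the plate's test wells plus 3 SD, cut at about 12% in these data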;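 also: 0% = DMSO only wells and 100% = carbachol wells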
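Material: TRPML3-YFP stable HEK293 cells | Dosing: One concentration, 3 µM nominal, 0.3% DMSO | Timing: 125 s total fluorescence read per well | Technique: Fluo-8 calcium dye fluorescence, ex 470-495, em 515-575 nm | Measure: Percent activation from peak-to-basal fluorescence ratio, scaled between DMSO and carbachol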
CHOP inhibitor – CHOP inhibition in unfolded protein response | CHO-K1 CHOP-promoter luciferase, tunicamycin-induced, 15-18 h | AID 2732 | inhibition, % at 10 µM | 220,000 compounds, 3.8% hits;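 active = compounds that reduced the stress-induced luciferase reporter signal by more than about 70% of percent inhibition, limit read from the data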;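 also: 0% = tunicamycin plus vehicle and 100% = wells without tunicamycin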
NPY-Y1 antag – blocks the human neuropeptide Y Y1 receptor | HEK293-CNG Y1 cells, membrane potential fluorescence; NPY at EC95, then isoproterenol | 200,000 compounds, 1% hits | inhibition, % at 3.6 µM | P25929 | AID 1040;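 active = inhibition above the campaign mean inhibition of all tested compounds plus 3 SD, cut at about 20% in these data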;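 also: 0% = DMSO wells given NPY plus isoproterenol and 100% = isoproterenol alone without NPY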
Target sequence (P25929 whole entry, looked up): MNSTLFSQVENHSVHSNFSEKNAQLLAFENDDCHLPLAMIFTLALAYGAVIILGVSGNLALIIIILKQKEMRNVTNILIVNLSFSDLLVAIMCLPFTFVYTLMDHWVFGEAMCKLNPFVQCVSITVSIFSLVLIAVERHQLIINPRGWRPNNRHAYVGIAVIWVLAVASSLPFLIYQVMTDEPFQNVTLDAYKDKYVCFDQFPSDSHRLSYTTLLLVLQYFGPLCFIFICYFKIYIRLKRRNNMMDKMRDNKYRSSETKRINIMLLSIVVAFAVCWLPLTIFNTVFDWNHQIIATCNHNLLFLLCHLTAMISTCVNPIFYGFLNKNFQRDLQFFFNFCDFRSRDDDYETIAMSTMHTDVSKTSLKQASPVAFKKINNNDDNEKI
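Material: HEK293 Y1/CNG channel cell line | Also added: NPY (25 nM), isoproterenol (1 µM), Ro 20-1724 (25 µM) | Compound: One concentration, 3.6 µM, in 0.4% DMSO | Schedule: 3 h dye uptake, 1 h room-temperature compound, 45 min post-isoproterenol | Signal: Membrane-potential fluorescent dye readout | Read-out: % inhibition of NPY effect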
NPY-Y1 PAM-ag – potentiates or activates human NPY-Y1 receptor. NPY-Y1 expressing cells, potentiator/agonist activation. 220,000 compounds, 0.37% hits. activation, % at 3.6 µM. AID 1304; in the data active = activation above about 33%, passing the limit was not always enough;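 also: cells stimulated with NPY at EC10 then isoproterenol at EC100; 0% = low agonist plus stimulus and 100% = saturating agonist plus stimulus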
S1P4 antag – blocks the human S1P4 receptor. O95977. S1P4-expressing cells, antagonist mode, reporter read-out. inhibition, % at 4.98 µM. 220,000 compounds, 0.26% hits; in the data active = inhibition above about 29%;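 also: 0% = wells stimulated with agonist and 100% = vehicle wells without agonist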
* = called active by the depositor; . = not tested or not shown; & = joins results of further samples.

The line under a structure holds: NPY2 pot ag | EP2 modulator | zfTRPN1 agonist | S1P4 agonist | TRPML3 ag | CHOP inhibitor | NPY-Y1 antag | NPY-Y1 PAM-ag | S1P4 antag
Cc1cc(Cl)c(S(=O)(=O)N2CC(C)OC(C)C2)cc1OCC(N)=O (configuration not stated)
→ 16 | 19 | -1.0 | 0.5 | 1.1 | -9 | 1 | 30 | -4
Cc1noc(C)c1S(=O)(=O)NCCN1CCN(c2ccccc2)CC1
→ 5 | -12 | 2.2 | 1.4 | 1.5 | -18 | -5 | -8 | -1
COc1ccccc1C(=O)C1CCCN(C(=O)c2cccnc2SC)C1 (configuration not stated)
→ 12 | 7 | -2.1 | 0.6 | -0.1 | 64 | 4 | 5 | -8
O=C(NN1CCOCC1)c1cc(-c2ccc(Cl)c(Cl)c2)nc2ccccc12
→ 0 | 15 | 1.7 | 1.3 | 1.1 | 39 | 1 | 7 | -17
CN(C)S(=O)(=O)Nc1ccccc1F
→ 6 | 15 | 0.4 | 4.9 | 0.2 | -15 | 6 | 6 | -5
O=C(Nc1cc(Cl)ccc1O)c1snnc1-c1ccccc1
→ 23 | -32 | 7.5 | 0.6 | 3.0 | 82* | -8 | 36 | -3
Cc1ccccc1C1CC(c2cccs2)Nc2nnnn21 (configuration not stated)
→ 11 | -26 | 1.1 | 0.7 | 0.8 | 18 | 3 | 7 | -9
O/N=C/c1ccccc1OCc1ccccc1F
→ -1 | 24 | -2.5 | 0.4 | 0.2 | -16 | 1 | -20 | -12
COC(=O)[C@H](C)NC(=O)NCc1ccccc1
→ -8 | 10 | 0.3 | 0.8 | 0.4 | 9 | . | -16 | -1
COC(=O)c1c(NC(=O)c2nn(C)cc2Cl)sc2c1CCCC2
→ 3 | 14 | 1.4 | -0.8 | 0.3 | 74* | -1 | -8 | -16
CC1SCC(NC(=O)c2ccccc2Cl)CS1 (configuration not stated)
→ 6 | 16 | -0.8 | 0.0 | 0.5 | -18 | . | 5 | 2
O=C(Cn1nnc2c(cnn2-c2ccccc2)c1=O)N1CCN(c2ccccc2F)CC1
→ -13 | -39 | 0.5 | -0.1 | 0.8 | 21 | 15 | -10 | 3
Cc1ccc(N2C(=O)CC(NNc3nc4ccccc4s3)C2=O)cc1 (configuration not stated)
→ 10 | -68 | 1.9 | 0.7 | 0.6 | 12 | 2 | 15 | -16
CCN(CC(=O)Nc1ccccc1Br)C1CCCCC1
→ 3 | 42 | 0.0 | -0.6 | 1.1 | 73* | 8 | 5 | 8
Cc1ccc(NC(=O)c2csnn2)c(C)c1
→ -1 | -29 | 1.4 | 2.1 | 1.4 | -8 | 2 | 11 | -5
COc1ccc(Nc2nc(-c3ccccc3)nc3ccccc23)cc1S(=O)(=O)N1CCOCC1
→ -17 | -12 | 6.1 | 1.5 | 0.4 | 36 | . | 10 | 7
O=C(NC1CCCCC1)N1CCCCCC1
→ 7 | 10 | -0.2 | 0.6 | 0.8 | -3 | 3 | 15 | -1
c1ccc(C2=NNC(=NCc3ccc4c(c3)OCO4)SC2)cc1
→ -9 | -10 | 1.0 | 2.2 | 0.1 | 12 | 2 | -11 | -10
CCc1ccc(NC(=O)c2ccc(F)c(S(=O)(=O)NCC3COc4ccccc4O3)c2)cc1 (configuration not stated)
→ 15 | -18 | 2.2 | 1.3 | 0.6 | 78* | -2 | 0 | -6
O=[N+]([O-])c1nn(-c2ccc3c(c2)OCCO3)n(O)c1=NCCC1=CCCCC1
→ -21 | 16 | -0.6 | -1.9 | -0.2 | 86* | 11 | -17 | 7
COc1ccc(S(=O)(=O)N2CCN(CC(=O)Nc3ccc(C)c(F)c3)CC2)cc1
→ -13 | -20 | 1.5 | 0.4 | 0.2 | 32 | -3 | -23 | 1
Cc1cc(C(=O)CSc2ncn[nH]2)c(C)n1-c1cccc(S(=O)(=O)N2CCOCC2)c1
→ 2 | -9 | 2.8 | -0.1 | 0.8 | 15 | -3 | 4 | 0
COc1ccc(OC)c(NC(=O)Nc2cc(NC(=O)Nc3cc(OC)ccc3OC)c(C)nc2C)c1
→ -3 | -21 | 0.3 | -0.6 | 0.6 | 48 | -4 | -16 | -5
CC(O)C(NC=C1C(=O)OC(C)(C)OC1=O)C(=O)O (configuration not stated)
→ -3 | 18 | -0.1 | 0.9 | 0.8 | -1 | 2 | -20 | -26
O=C(NCc1ccccc1)C1C(=O)N(Cc2ccccc2)C(=O)C1C1(O)CCCC1 (configuration not stated)
→ -12 | 10 | 0.1 | -1.1 | 0.2 | 58 | -2 | 0 | -10
CCN1C(=O)c2ccc(C(=O)O)cc2C1=O
→ -1 | 11 | 0.7 | -2.3 | -0.3 | 26 | 7 | -13 | -19
Cc1ccc(C(=O)NCCc2nnc3ccc(SCC(=O)Nc4ccc(C)cc4C)nn23)cc1
→ -2 | 14 | -0.4 | 1.0 | 0.2 | 9 | -1 | -11 | -10
N#C/C(=C\Nc1ccc(Cl)cn1)S(=O)(=O)c1ccccn1
→ 1 | -9 | 2.4 | 0.7 | 1.1 | 4 | . | 8 | -21
S=c1[nH]nc(-c2cccs2)n1/N=C/c1c(Cl)cccc1Cl
→ -2 | 26 | -2.9 | 4.2 | 0.8 | 16 | 4 | 6 | -17
CC(C)CN(C#N)c1nc(N2CCOCC2)nc(N2CCOCC2)n1
→ 13 | 55 | 0.3 | 0.5 | 0.3 | 30 | 3 | -22 | -9
CCOc1ccc(-n2c(SCc3ccc([N+](=O)[O-])cc3)nnc2-c2ccccc2)cc1
→ -15 | 48 | -0.6 | 0.0 | 0.3 | 37 | 66* | -79 | 1
CCc1ccc(Nc2ncc3c(n2)CC(C)(C)CC3=O)cc1
→ 17 | -30 | -0.4 | 0.5 | 0.5 | -5 | . | 24 | 0
COc1ccc(C(=O)O/N=C/c2c(C(F)(F)F)nn(C)c2SCc2ccccc2Cl)cc1
→ 10 | 30 | -0.2 | -1.8 | 0.2 | 8 | 4 | 18 | -6
CC(=O)NS(=O)(=O)c1ccc(NC(=O)c2cc(-c3ccc(C)c(C)c3)nc3ccccc23)cc1
→ -12 | 22 | -0.8 | 1.7 | 1.6 | 1 | 5 | 5 | -19
Fc1ccc(SCCc2ccncc2)cc1
→ -4&10 | 16&24 | -0.6&-1.2 | 0.9&-0.2 | -0.4&0.3 | -12&18 | -1&-6 | 15&-13 | 10&5
O=C(O)CCSCCCN1C(=O)c2cccc3cccc(c23)C1=O
→ -11 | 24 | 0.8 | 1.0 | 0.4 | 20 | 7 | -15 | 5
CCn1c(-c2ccccc2Cl)nn(CC(=O)Nc2cc(Cl)ccc2Cl)c1=S
→ 3 | -11 | 1.6 | -0.8 | -0.3 | 22 | 10 | -10 | -19
CN(C)c1nn(C(=O)Nc2ccc(Cl)cc2Cl)cc1-c1ccccc1
→ 7 | -2 | 1.1 | -0.2 | -0.1 | -9 | -3 | -2 | -28
Cc1ccc(C(=O)n2ncn(C)c2=S)cc1
→ -3 | -4 | 0.1 | 1.6 | 0.2 | 27 | -1 | -14 | 6
CCCCOc1ccc(-c2c(C#N)c(N)[nH]c(=S)c2C#N)cc1
→ -1 | 33 | 1.6 | -1.1 | 0.1 | 0 | . | 12 | 7

Rewritten bar-delimited: entries from further up
Molecule | NPY2 pot ag | EP2 modulator | zfTRPN1 agonist | S1P4 agonist | TRPML3 ag | CHOP inhibitor | NPY-Y1 antag | NPY-Y1 PAM-ag | S1P4 antag
Cc1ccc(C(=O)NCCc2nnc3ccc(SCC(=O)Nc4ccc(C)cc4C)nn23)cc1 | -2 | 14 | -0.4 | 1.0 | 0.2 | 9 | -1 | -11 | -10
N#C/C(=C\Nc1ccc(Cl)cn1)S(=O)(=O)c1ccccn1 | 1 | -9 | 2.4 | 0.7 | 1.1 | 4 | . | 8 | -21

Next section:
The line under a structure holds: NPY2 pot ag | EP2 modulator | zfTRPN1 agonist | S1P4 agonist | TRPML3 ag | CHOP inhibitor | NPY-Y1 antag | NPY-Y1 PAM-ag | S1P4 antag
C/C(=N\NC(=S)NCC(C)(C)C)c1cc(F)cc(F)c1O
→ 11 | -35 | 1.9 | 0.2 | 1.0 | 17 | . | 10 | 10
Cc1cc(=O)[nH]c(SCc2nc3ccc([N+](=O)[O-])cc3[nH]2)n1
→ 9 | 16 | 0.3 | 0.4 | 0.4 | 22 | 3 | -14 | -5
CC1CCN(C(=O)CCc2ccc(S(=O)(=O)NC(C)(C)C)cc2)CC1
→ 4 | -44&-2 | 0.6 | 1.7 | 0.8 | 12 | 3 | 0 | 6
COC(c1ccccc1)c1nnc(CCC(=O)N2CCCCCCC2)o1 (configuration not stated)
→ 1 | -1 | 1.3 | 0.0 | 1.3 | -7 | 2 | 3 | -12
Cc1nnc(NC(=O)c2ccc(S(=O)(=O)N(C)Cc3ccccc3)cc2)o1
→ 7 | 4 | 0.8 | 0.9 | 0.1 | 45 | 3 | 14 | 1
O=C(O)CCC(=O)N(Cc1cccs1)Cc1cccs1
→ 1 | 19 | 0.5 | -0.2 | 0.8 | 13 | 2 | -9 | 0
CC1CN(c2ccc(NC(=S)Nc3ccc(N4CC(C)OC(C)C4)cc3)cc2)CC(C)O1 (configuration not stated)
→ -20 | -21 | 1.1 | -1.2 | 0.0 | 15 | . | -7 | -11
CC1=NN(c2ccc(C)c(C)c2)C(=O)C1C(c1cccc(O)c1)C1C(=O)N(c2ccc(C)c(C)c2)N=C1C (configuration not stated)
→ -24 | 55 | 2.6 | 0.4 | -0.4 | 22 | 6 | -2 | -17
Cc1cc(C(=O)C(=O)N(C)C)c(C)n1-c1ccc([N+](=O)[O-])cc1
→ 1 | -10 | 1.7 | -1.7 | 1.1 | -7 | 0 | 2 | -1
CCCN1C(=O)c2ccc(C(=O)Nc3nccs3)cc2C1=O
→ -7 | 0 | 0.8 | -0.6 | 1.0 | -8 | -6 | 27 | -22
O=C(NCC(=O)N(Cc1cccs1)C(C(=O)NC1CCCCC1)c1ccco1)c1ccco1 (configuration not stated)
→ -17 | -10 | -0.7 | -3.2 | 1.0 | 15 | 3 | 2 | -13
CC1=C(C#N)C(c2cccnc2)C2=C(N1)c1ccccc1C2=O (configuration not stated)
→ 0 | 3 | -0.5 | 1.3 | 0.4 | 20 | -3 | -8 | -26
O=C(O)c1cc(N2C(=O)C3CC=CCC3C2=O)ccc1NCc1cccnc1 (configuration not stated)
→ -6 | 3 | -0.1 | -2.1 | 0.9 | 22 | 1 | 10 | -24
O=C1c2ccccc2NC(c2cccs2)N1NS(=O)(=O)c1ccccc1 (configuration not stated)
→ 9 | 11 | -1.0 | 2.4 | 0.5 | 13 | 1 | 12 | -28
COC(=O)c1cc(NC(=O)c2nccnc2C(=O)O)cc(C(=O)OC)c1
→ 1 | 7 | 1.0 | 3.0 | 0.4 | 8 | -5 | 20 | -10

Assay outcomes as filed in PubChem BioAssay.
